Bim-Bcl-XL = human Bim-Bcl-XL interaction inhibition. Q07817. 0.04% of 190,000 active. inhibition, % at 10 µM. AID 1007. Bim peptide-Bcl-XL binding, bead flow cytometry, fluorescence
Bfl-1 Bim block = disrupts Bim binding to human Bfl-1; Q16548; Bead-based flow cytometry, Bim-Bfl-1 binding inhibition; 0.12% of 190,000 active; inhibition, % at 10 µM;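 further: 0% = wells without compound plus tracer and 100% = blocker peptide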
RGS8-Gao reg = regulators of human RGS8-Galphao interaction. 0.34% of 220,000 active. response (percent of control binding), % at 10 µM. P09471. AID 1423. multiplexed bead flow cytometry, RGS8-Galphao binding; actives lie on both sides; in the data active means response below about 60% or above about 140%; inactive means in between;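 further: Galphao activated as the GDP aluminium fluoride complex binding bead-coupled RGS8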
Bcl-W Bim block = disrupts Bim peptide binding to human Bcl-W | Q92843 | bead-based flow cytometry | inhibition, % at 10 µM | 0.02% of 190,000 active | AID 952;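 further: 0% = bound tracer without compound and 100% = peptide blocker; higher means less fluorescent Bim peptide bound to Bcl-W beads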
RGS7-Gao = human RGS7-Galphao interaction regulation; Multiplexed bead flow cytometry, RGS7-Galphao binding; actives lie on both sides; binding response (% of control), % at 10 µM; 0.35% of 220,000 active; AID 1439; in the data active means binding response below about 49% or above about 150%; inconclusive means no clear call, values can overlap the other calls; inactive means in between;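 further: fluorescent Galphao held in activated GDP-AlF4 state binding bead-coupled RGS7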
ABCG2 block = blocks JC-1 efflux by human ABCG2 transporter. inhibition, % at 6.6 µM. IgMXP3 cells, flow cytometry. Q9UNQ0. 0.1% of 190,000 active. AID 1325;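 active means inhibition above 80%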;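 further: 0% = DMSO and 100% = nicardipine control wells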
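Incubation: cells with compound and JC-1, 10 min at 25 °C, rotating, no wash / Test system: IgMXP3 (ABCG2) plus far-red-tagged CCRF-Adr (ABCB1) cells / Compound dosing: one concentration, 6.6 µM final / Also added: JC-1 fluorescent substrate / Evaluation: efflux inhibition in percent versus controls / Detection: flow cytometry, 530 nm JC-1 signal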
Bcl-2 Bim block = human Bim-Bcl-2 interaction inhibition; inhibition, % at 10 µM; 0.06% of 190,000 active; Bead-based flow cytometry, Bim peptide-Bcl-2 binding; P10415; in the data active means inhibition above about 40%; inconclusive means no clear call, values can overlap the other calls;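 further: 0% = no compound wells with probe peptide and 100% = reference peptide inhibitor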
Mcl-1 Bim block = human Bim-Mcl-1 interaction inhibition | inhibition, % at 10 µM | Bead-based flow cytometry, Bim peptide-Mcl-1 binding | 0.1% of 190,000 active | AID 1009 | Q07820;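 further: 0% = no compound tracer wells and 100% = peptide blocker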
RGS4-Gao reg = human RGS4-Galphao interaction regulation; AID 1415; P09471; Multiplexed bead flow cytometry, RGS4-Galphao binding; actives lie on both sides; binding response (% of control), % at 10 µM; 0.33% of 220,000 active; in the data active means binding response below about 49% or above about 150%; inactive means in between;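 further: fluorescent Galphao activated with aluminum fluoride binding bead-coupled RGS4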
ABCB1 inh = inhibitors of human ABCB1 transporter, ABCG2 counter-screen. CCRF-Adr cells, JC-1 efflux, flow cytometry. inhibition, % at 6.6 µM. 0.067% of 190,000 active; in the data active means inhibition above about 40%;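 further: 0% = vehicle and 100% = reference inhibitor; higher value means more JC-1 retained so stronger ABCB1 efflux block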
Target sequence (P08183 whole entry, looked up): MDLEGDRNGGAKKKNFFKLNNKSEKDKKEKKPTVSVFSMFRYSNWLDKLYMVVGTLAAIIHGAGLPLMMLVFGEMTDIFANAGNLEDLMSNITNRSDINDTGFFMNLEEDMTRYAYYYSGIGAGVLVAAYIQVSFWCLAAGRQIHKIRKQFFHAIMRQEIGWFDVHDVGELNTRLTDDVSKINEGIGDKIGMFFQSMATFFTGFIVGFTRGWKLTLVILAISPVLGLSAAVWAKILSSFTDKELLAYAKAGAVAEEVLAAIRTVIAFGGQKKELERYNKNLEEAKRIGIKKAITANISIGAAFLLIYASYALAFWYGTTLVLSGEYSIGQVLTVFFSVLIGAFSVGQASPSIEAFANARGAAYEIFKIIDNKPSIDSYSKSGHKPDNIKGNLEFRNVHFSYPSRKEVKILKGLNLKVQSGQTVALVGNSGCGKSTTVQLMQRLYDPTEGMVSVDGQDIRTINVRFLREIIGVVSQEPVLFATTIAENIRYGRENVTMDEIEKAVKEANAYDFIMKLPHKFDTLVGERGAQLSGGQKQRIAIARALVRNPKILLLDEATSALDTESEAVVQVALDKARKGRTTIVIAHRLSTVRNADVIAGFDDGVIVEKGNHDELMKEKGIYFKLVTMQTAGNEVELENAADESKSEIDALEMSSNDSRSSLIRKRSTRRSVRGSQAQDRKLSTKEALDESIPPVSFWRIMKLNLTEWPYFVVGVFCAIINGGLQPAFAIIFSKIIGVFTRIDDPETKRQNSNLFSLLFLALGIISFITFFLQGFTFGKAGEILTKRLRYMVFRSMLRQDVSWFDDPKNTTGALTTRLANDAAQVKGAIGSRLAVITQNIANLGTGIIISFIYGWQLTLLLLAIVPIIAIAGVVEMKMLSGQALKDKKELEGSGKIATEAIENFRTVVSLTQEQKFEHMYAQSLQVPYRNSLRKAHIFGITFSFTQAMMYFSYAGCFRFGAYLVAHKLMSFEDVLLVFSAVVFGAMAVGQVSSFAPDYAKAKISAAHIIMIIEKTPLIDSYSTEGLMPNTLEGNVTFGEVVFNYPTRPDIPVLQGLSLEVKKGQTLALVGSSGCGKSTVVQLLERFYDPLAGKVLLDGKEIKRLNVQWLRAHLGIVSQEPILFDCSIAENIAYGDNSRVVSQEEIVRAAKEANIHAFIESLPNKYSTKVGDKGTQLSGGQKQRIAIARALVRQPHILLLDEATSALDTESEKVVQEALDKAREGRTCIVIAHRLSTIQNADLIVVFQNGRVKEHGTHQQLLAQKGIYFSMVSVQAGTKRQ
Bim-Bcl-B = human Bim-Bcl-B interaction inhibition | bead-based flow cytometry, Bim peptide-Bcl-B binding | inhibition, % at 10 µM | 0.073% of 190,000 active | AID 951;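 further: 0% = tracer peptide without compound and 100% = reference inhibitor peptide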
* marks the source's active call; other numbers are inactive results; u = inconclusive; x = no result given. Unless noted, no stated cut-off is given here; in the data, active means inhibition above about 40%.

SMILES	RGS7-Gao	Bim-Bcl-XL	ABCB1 inh	RGS4-Gao reg	RGS8-Gao reg	Bcl-2 Bim block	Bcl-W Bim block	Bfl-1 Bim block	ABCG2 block	Bim-Bcl-B	Mcl-1 Bim block
CCN(CC)S(=O)(=O)c1ccc(Cl)c(C(=O)NCC2CCCO2)c1 (stereo not drawn)	98.8	-1.0	0.3	98.9	100.0	-2.0	-2.0	0.0	0.9	-1.0	-4.0
CC(C)(C)N1CC(c2nc3ccccc3n2Cc2ccc(F)cc2)CC1=O (stereo not drawn)	98.4	-6.0	1.6	94.2	91.1	0.0	-3.0	-1.0	2.4	-2.0	2.0
CCc1nnc(NC(=O)CSc2nc(-c3ccccc3)c(-c3ccccc3)o2)s1	101.2	-6.0	-0.1	105.3	103.0	-7.0	-4.0	-9.0	1.0	-6.0	-5.0
OCc1cnc(SCc2ccccc2)n1Cc1ccccc1	107.1	-1.0	0.3	105.8	101.7	-2.0	-1.0	-5.0	-0.2	-2.0	1.0
CCCC(=O)OCCNc1cc(Sc2nc3ccccc3[nH]2)c2nonc2c1[N+](=O)[O-]	88.0	0.0	-0.9	89.1	68.9	-4.0	-1.0	-9.0	-4.8	-5.0	-1.0
O=C(Nc1ccon1)c1cccc(S(=O)(=O)N2CCCC2)c1	97.4	-5.0	1.0	98.2	99.0	-8.0	-1.0	-16.0	19.7	-6.0	-3.0
Cc1ccc(-c2nc3ccccc3n3c(C)nnc23)cc1	100.4	-9.0	1.5	105.6	103.3	-9.0	-1.0	-16.0	50.7	-12.0	-6.0
COc1cccc(CSc2nc3ccccc3[nH]2)c1	101.6	-4.0	0.3	98.8	101.1	-5.0	-1.0	-4.0	9.4	-5.0	-5.0
CCn1cc(C(=O)NC2CCCCC2)c(=O)c2cc(S(=O)(=O)N(C)C)ccc21	97.8	-6.0	1.2	94.8	94.1	1.0	-4.0	-2.0	2.2	-3.0	-6.0
COc1ccc(Cl)cc1NC(=S)N1CCCC1	100.1	-1.0	1.0	100.9	101.7	0.0	1.0	0.0	8.6	-6.0	0.0
CN1CCN(CCP(=O)(c2ccccc2)c2ccccc2)CC1	x	-6.0	0.3	x	x	-7.0	0.0	-10.0	0.9	-8.0	-2.0
O=C(C1CCCO1)N1CCN(C(=S)NC2CC2)CC1 (stereo not drawn)	99.6	-4.0	0.6	98.9	100.4	-2.0	3.0	-4.0	9.2	-1.0	2.0

Some of the entries so far, with values under each structure:
Fields – RGS7-Gao, Bim-Bcl-XL, ABCB1 inh, RGS4-Gao reg, RGS8-Gao reg, Bcl-2 Bim block, Bcl-W Bim block, Bfl-1 Bim block, ABCG2 block, Bim-Bcl-B, Mcl-1 Bim block
COc1ccc(Cl)cc1NC(=S)N1CCCC1
    100.1, -1.0, 1.0, 100.9, 101.7, 0.0, 1.0, 0.0, 8.6, -6.0, 0.0
CN1CCN(CCP(=O)(c2ccccc2)c2ccccc2)CC1
    x, -6.0, 0.3, x, x, -7.0, 0.0, -10.0, 0.9, -8.0, -2.0
O=C(C1CCCO1)N1CCN(C(=S)NC2CC2)CC1 (stereo not drawn)
    99.6, -4.0, 0.6, 98.9, 100.4, -2.0, 3.0, -4.0, 9.2, -1.0, 2.0

Continuation:
SMILES	RGS7-Gao	Bim-Bcl-XL	ABCB1 inh	RGS4-Gao reg	RGS8-Gao reg	Bcl-2 Bim block	Bcl-W Bim block	Bfl-1 Bim block	ABCG2 block	Bim-Bcl-B	Mcl-1 Bim block
Cc1cccc(C)c1NC(=O)C1NC(=O)CC1c1ccccc1 (stereo not drawn)	106.3	-1.0	0.8	101.4	102.7	-5.0	0.0	-11.0	1.6	-8.0	0.0
CCn1cc(C2N3CC4(C)CN2CC(C)(C3)C4=O)c2ccccc21 (stereo not drawn)	104.9	-7.0	0.7	102.2	104.8	-7.0	0.0	-10.0	2.2	-8.0	-2.0
CCN(CC)CCCNC(=O)c1cc2c(-c3ccc(Cl)cc3)nn(C)c2s1	101.5	1.0	2.0	99.2	101.7	-6.0	3.0	-9.0	5.6	-3.0	0.0
CC(=O)NC(=S)Nc1ccccc1F	106.1	1.0	0.0	104.1	100.1	3.0	0.0	-4.0	0.8	0.0	6.0
Cc1ccc(C)c(S(=O)(=O)Nc2ccc(C(N)=O)cc2)c1	93.6	-2.0	-0.1	99.8	102.8	2.0	2.0	-1.0	-0.5	-1.0	1.0
Cc1nnc(NC(=O)CCSc2ccc(Cl)cc2)s1	u	0.0	1.2	103.5	101.1	0.0	-2.0	-4.0	24.0	-3.0	-1.0
O=C(COC(=O)/C=C/c1cccc([N+](=O)[O-])c1)NCc1ccco1	91.8	-3.0	0.4	90.3	101.1	1.0	-2.0	-3.0	2.5	-6.0	-2.0
CCOc1cccc(CNCCO)c1OCc1ccc(Cl)cc1Cl	109.3	-8.0	0.7	106.6	101.9	-3.0	-3.0	-7.0	38.1	-2.0	-6.0
Cc1ccc(C(=O)OCC(=O)NCC(F)(F)F)cc1C	93.9	3.0	1.2	92.7	80.9	0.0	0.0	3.0	7.5	0.0	0.0
CN1CCN(NC(=O)c2ccc(Cl)c([N+](=O)[O-])c2)CC1	115.7	0.0	0.5	113.5	105.0	-3.0	0.0	-7.0	-0.1	-3.0	0.0
COc1ccc(NC(=O)c2ccc(-c3ccc(C)c4ccccc34)o2)cc1	95.2	-4.0	-0.9	93.1	89.2	0.0	1.0	3.0	-0.7	-2.0	-1.0
COc1ccc(CC(=O)Nc2cc(S(=O)(=O)N3CCCCC3)ccc2N2CCN(C)CC2)cc1	104.5	-1.0	1.0	107.2	113.4	0.0	-1.0	0.0	3.0	-1.0	0.0
C=CCOc1c(Cl)cc(/C=N/O)cc1OC	99.5	2.0	0.1	101.8	99.4	1.0	2.0	1.0	0.7	0.0	0.0
N/C(=N/OS(=O)(=O)c1ccc([N+](=O)[O-])cc1)c1ccncc1	91.0	-7.0	-0.5	91.3	93.2	-1.0	-1.0	-1.0	-2.1	-7.0	1.0
CS(=O)(=O)N1N=C(c2cccs2)CC1c1ccccc1O (stereo not drawn)	102.3	0.0	0.0	101.8	97.8	0.0	2.0	-3.0	-0.3	-1.0	3.0
Cc1ccc2c(c1)N(CC(=O)NCC1CCCO1)C(=O)C(C)O2 (stereo not drawn)	104.2	0.0	0.9	102.7	105.9	-5.0	2.0	-3.0	3.5	0.0	1.0
O=c1oc2cc(O)c(Cl)cc2c2ccccc12	93.9	-3.0	-0.1	92.3	95.2	-5.0	-2.0	0.0	6.7	-3.0	-1.0
CCCCOCC1CC(CC#CCN2CCCCC2)C(=O)O1 (stereo not drawn)	96.9	10.0	0.8	101.4	101.4	2.0	5.0	-8.0	1.2	2.0	2.0
Cc1cccc(-n2c(N)cc(=O)nc2SCC(=O)Nc2nnc(CC(C)C)s2)c1	85.5	-6.0	-2.1	85.8	89.8	-8.0	0.0	-13.0	-2.6	-6.0	0.0
C=CC(=O)N1c2ccccc2Sc2ccc(NC(=O)OCC)cc21	100.0	-6.0	0.8	97.3	98.4	0.0	-1.0	5.0	2.6	-4.0	-2.0
Cn1cccc1CC(=O)NNC(=S)Nc1ccc(Cl)cc1Cl	91.9	-9.0	-0.3	95.5	99.2	-5.0	-2.0	-12.0	-1.6	-10.0	-4.0
COc1cc2[nH]c(=S)nc(NC3CCCC3)c2cc1OC	101.2	44.0*	0.7	101.1	102.1	18.0	31.0	27.0	3.2	27.0	28.0
CCCC1(c2ccccc2)NC(=O)N(CC(=O)Nc2cc(C)on2)C1=O (stereo not drawn)	101.2	-1.0	0.7	102.3	105.0	-2.0	-3.0	-7.0	1.1	-1.0	0.0
COC(=O)c1cn(CC(=O)Nc2ccc(F)cc2)c2ccccc12	97.4	-4.0	0.5	99.8	99.8	-3.0	-4.0	-5.0	5.8	-5.0	-2.0
Cc1ccc(NC2=NCCCCC2)cc1C	103.1	-8.0	0.7	103.6	99.7	-7.0	-4.0	-12.0	4.9	-6.0	-5.0
CCOC(=O)N1CCC(NC(=O)C2CCN(C(=O)N3CCOc4ccccc43)CC2)CC1	94.6	-2.0	0.2	96.3	98.0	-2.0	2.0	-11.0	0.9	-2.0	24.0
CCOc1ccc(NC(=O)CSc2nc3cccnc3n2CCOC)cc1	96.0	0.0	1.3	98.7	99.1	-1.0	0.0	-3.0	8.9	1.0	1.0
CCOc1ccc(N(C(=O)/C=C/C(=O)Nc2cc(C)on2)C(C(=O)NC2CCCC2)c2ccccc2C)cc1 (stereo not drawn)	103.9	-10.0	2.0	100.2	97.3	-10.0	2.0	-11.0	8.6	-14.0	-4.0
NC(=S)N/N=C/c1ccccc1	100.9	-6.0	-0.1	102.7	99.1	-1.0	-6.0	-1.0	2.8	-5.0	-5.0
CCOC(=O)C1(CCOC)CCN(Cc2nc(C(C)C)cs2)CC1	103.9	-2.0	0.5	101.3	100.4	-2.0	-2.0	-8.0	0.6	-4.0	-2.0
CCOc1ccc(CC2c3cc(OCC)c(OCC)cc3CCN2C(=O)c2cc(OC)c(OC)c(OC)c2)cc1OCC (stereo not drawn)	101.7	-2.0	11.6	104.4	103.4	3.0	0.0	0.0	9.3	0.0	15.0
Cc1ccc2nc(-c3cccc(N)c3)oc2c1	95.2	-1.0	x	97.7	99.1	-5.0	0.0	-9.0	x	-8.0	3.0
Cc1ccc(N2CCN(S(=O)(=O)N3CCCCC3)CC2)cc1C	98.7	-4.0	0.2	101.4	100.0	-1.0	-3.0	-5.0	1.5	-8.0	-4.0
COc1cccc(-c2csc(N3CCN(C(=O)Nc4ccc(F)cc4)CC3)n2)c1	100.5	-1.0	0.1	98.9	101.9	-47.0	-1.0	0.0	0.2	-38.0	-10.0
Cc1ccc([N+](=O)[O-])cc1S(=O)(=O)NCCc1c(C)[nH]c2ccccc12	113.4	-1.0	0.8	114.6	116.1	0.0	0.0	-3.0	3.0	-3.0	-3.0
O=c1c2ccccc2c(/C=N/NS(=O)(=O)c2ccccc2)c(O)n1-c1ccccn1	96.1	1.0	1.2	96.1	101.2	4.0	6.0	8.0	0.9	1.0	3.0
CCC1C=C(c2ccccc2)C=CN=C1N(CC)CC (stereo not drawn)	105.5	-5.0	0.5	104.2	108.6	1.0	-2.0	0.0	3.0	-2.0	-6.0
COc1ccccc1NC(=O)Cc1nn(C)c(=O)c2ccccc12	97.6	-9.0	0.8	100.4	103.2	-7.0	3.0	-10.0	2.0	-5.0	2.0
COCC(C)NS(=O)(=O)c1ccccc1 (stereo not drawn)	u	-3.0	0.2	102.4	100.7	-1.0	0.0	-2.0	-1.1	-5.0	0.0
COc1ccc(/C=C/C(=O)NCc2c(C)nn(C)c2C)cc1COc1ccc(Br)cc1	99.9	-3.0	2.1	101.5	99.4	-1.0	-1.0	-4.0	9.2	-5.0	-3.0
Cc1ccccc1NC(=O)C1C2/C=C\CCCCC21 (stereo not drawn)	97.9	-6.0	-0.9	102.0	100.0	-6.0	-1.0	-8.0	12.8	-9.0	-2.0
C=CCN(c1ccccc1)S(=O)(=O)c1ccc(Cl)c(C(=O)OCC(=O)N(C)C2CCS(=O)(=O)C2)c1 (stereo not drawn)	83.9	-5.0	0.2	86.2	90.3	-3.0	-3.0	-7.0	-0.2	-7.0	-3.0

Source: PubChem

Hits appear at their usual frequency, and some 0.94% of all compounds hit somewhere here.
